# Source: PubChem (National Center for Advancing Translational Sciences (NCATS))
# IL-1B inflam inh – inhibitors of inflammasome signaling (IL-1 beta secretion); 360,000 tested, 4.7% active; AID 743279; activity change, % at 57.5 µM; THP-1 LPS/ATP IL-1B secretion, AlphaLISA, 16 h; stronger effect = lower value; in the data active means activity change below about -50%; inconclusive means mostly about -30% to -49%; further: on the % scale 0 is the no-effect control and ±100 the full control effect
#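 THP-1 cells pretreated 1 hr with compounds (up to 57.5 uM final), then stimulated with LPS (250 ng/mL final) plus ATP (1.25 mM final); secreted IL-1B measured by AlphaLISA after 16 hr, decreased signal indicating inhibition.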
# KB-3-1 cytotox – kills parental KB-3-1 adenocarcinoma cells. 400,000 tested, 1.4% active. AID 1347075. KB-3-1 viability, CellTiter-Glo ATP luminescence, 72 h. Potency, µM (titrated, usually from 46.1 µM), for inactives: top-dose activity change, negative = cytotoxic, most hits filed as cytotoxic; further: potency means the concentration at half of the fitted maximal effect; on the % scale 0 is the no-effect control and ±100 the full control effect; nearly all actives have a fitted effect of over 60% in size
#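 72 h, 37 °C compound treatment of KB-3-1 parental cells; CellTiter-Glo added, 10 min, luminescence read. Data corrected against DMSO-only plates and normalized before curve fitting.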
# GLP1R ag – activates the human GLP-1 receptor | Potency, µM (doses to about 45.6 µM), for inactives: at the highest dose activation, usual class: activators | P43220 | 380,000 tested, 0.007% active | HEK293 GLP-1R CRE-luciferase, luminescence, 4-6 h; cells express a hypersensitive GLP-1R form; further: potency means the concentration at half of the fitted maximal effect; % of control where 0% means no effect
# Target sequence (P43220 whole entry, looked up): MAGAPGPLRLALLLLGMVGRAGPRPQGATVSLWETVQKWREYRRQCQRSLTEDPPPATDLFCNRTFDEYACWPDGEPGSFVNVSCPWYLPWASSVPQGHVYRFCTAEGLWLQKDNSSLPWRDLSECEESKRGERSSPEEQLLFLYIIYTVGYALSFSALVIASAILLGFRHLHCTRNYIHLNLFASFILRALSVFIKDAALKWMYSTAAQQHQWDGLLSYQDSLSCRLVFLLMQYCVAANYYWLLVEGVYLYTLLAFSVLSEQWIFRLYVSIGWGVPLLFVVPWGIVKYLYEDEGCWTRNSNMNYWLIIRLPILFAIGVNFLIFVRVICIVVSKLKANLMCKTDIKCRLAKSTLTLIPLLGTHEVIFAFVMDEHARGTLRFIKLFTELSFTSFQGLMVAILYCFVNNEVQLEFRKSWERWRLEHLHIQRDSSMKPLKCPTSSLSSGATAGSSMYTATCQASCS
# HT1080NT lethal – kills 2HG-producing HT-1080-NT fibrosarcoma cells | AID 686970 | HT-1080-NT fibrosarcoma viability, CellTiter-Glo ATP luminescence, 48 h | 360,000 tested, 1.6% active | Potency, µM (highest dose often 46.1 µM), inactives show at the top dose activity, negative = less viability, most hits filed as cytotoxic;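 further: NT is the 2HG producing partner of a matched IDH1 knockdown line; potency means the concentration at half of the fitted maximal effect; 0% = DMSO-treated cells and -100% = media-only wells without cells; nearly all actives have a fitted effect of over 55% in size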
#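 Viability by CellTiter-Glo luminescence after 48 h compound exposure at 37C of HT-1080-NT cells (750/well, RPMI, 5% FBS). % activity scaled between DMSO wells and medium-only wells, then curve-fitted and categorized by curve class.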
# D3 antag – antagonists of human D3 dopamine receptor; max response, negative = inhibition, %; P35462; AID 652054; D3R cells, DiscoveRx beta-arrestin luminescence, antagonist mode; stronger effect = lower value; 360,000 tested, 2.5% active; in the data active means max response below about -50%; inconclusive means no clear call, values can overlap the other calls; further: on the % scale 0 is the no-effect control and ±100 the full control effect; mostly tested at two doses, the higher about 12 µM
# Target sequence (P35462 whole entry, looked up): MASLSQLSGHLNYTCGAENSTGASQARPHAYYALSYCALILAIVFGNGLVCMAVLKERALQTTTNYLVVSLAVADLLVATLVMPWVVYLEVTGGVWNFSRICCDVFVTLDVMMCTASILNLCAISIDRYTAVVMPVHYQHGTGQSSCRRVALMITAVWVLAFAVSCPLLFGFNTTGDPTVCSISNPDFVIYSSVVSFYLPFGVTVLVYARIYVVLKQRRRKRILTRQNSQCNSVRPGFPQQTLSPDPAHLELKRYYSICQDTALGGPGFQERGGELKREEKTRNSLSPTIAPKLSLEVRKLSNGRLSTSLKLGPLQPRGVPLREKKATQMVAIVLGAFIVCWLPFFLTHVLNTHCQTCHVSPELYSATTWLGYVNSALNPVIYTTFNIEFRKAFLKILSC
#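 Cells plated overnight at 1500 cells/well, then exposed to library compounds with dopamine controls for 90 minutes at 37 degrees C. DiscoveRx reagent added for 30–60 minutes at room temperature; luminescence read, quantitative HTS format.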
# SW480 rerep – inducers of DNA re-replication in SW480 colon cancer cells; Potency, µM (top dose mostly 46.1 µM), inactives show at the highest dose re-replication activation, usual class: activators; AID 624297; 340,000 tested, 1.8% active; SW480 DNA re-replication, Hoechst DNA content imaging, 48 h; further: potency means the concentration at half of the fitted maximal effect; % of control where 0% means no effect; nearly all actives have a fitted effect of over 55% in size
#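 First, 250 cells per well were seeded. Next, compound or vehicle (23 nL) was pinned in, plates sat 48 hr at 37 C. Finally Hoechst was added for 40 min before fluorescence scanning.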
# KB-V1 MDR tox – KB-V1 MDR subline cytotoxicity; AID 1347076; 400,000 tested, 3.4% active; KB-V1 MDR cells viability, CellTiter-Glo, 72 h; Potency, µM (highest dose often 46.1 µM), for the others: at the highest dose activity change, negative = cytotoxicity, usual class: cytotoxic; further: potency means the concentration at half of the fitted maximal effect; on the % scale 0 is the no-effect control and ±100 the full control effect; nearly all actives have a fitted effect of over 60% in size
#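 KB-V1 cells (P-gp-expressing MDR subline of KB-3-1) in phenol-red-free DMEM with 10% FBS were exposed to library compounds over a concentration series for 72 h at 37 degrees C. Viability read by CellTiter-Glo luminescence; concentration-effect curves fitted after normalization.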
# DRD3 agonist – agonists of human D3 dopamine receptor. 410,000 tested, 0.58% active. D3R DiscoveRx beta-arrestin cells, luminescence, 90 min. max activation, %; in the data active means max activation above about 30%; further: 0% is about no effect; mostly tested at two doses, the higher about 12 µM
#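 Agonist mode: compounds and dopamine controls were applied to plated cells for 90 min at 37 degrees C after an overnight attachment at 1500 cells/well. Luminescent read-out followed 30 - 60 minutes at room temperature with DiscoveRx detection reagent.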
# HT1080 IDH1KD tx – HT-1080 IDH1 knockdown cell toxicity (counter line). Potency, µM (series often up to 46.1 µM), without a hit: at the top dose activity, negative = toxicity, actives largely listed as cytotoxic. HT-1080 IDH1 knockdown viability, ATP luminescence, 48 h. 360,000 tested, 2% active. AID 686971;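 further: potency means the concentration at half of the fitted maximal effect; 0% = DMSO wells and -100% = cell-free medium wells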
#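 CellTiter-Glo luminescence after 48 h compound exposure at 37 degrees C of IDH1-knockdown HT-1080 cells in 5% FBS RPMI. %Activity scaled between DMSO wells and cell-free media wells, with curves fitted and assigned curve classes.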
# An asterisk follows results filed as active; ? = inconclusive; / = not tested or not shown; [ ] = dose if it differs, or a comment. Unless noted, the call rests on the fitted dose curve; in most records, active means well fitted curve in the direction sought with a large enough effect; inconclusive means small, poorly fitted or top-dose-only effect, or another doubt; inactive means no such curve, though single readings can be large; an effect the other way counts as inactive or inconclusive.
SMILES,IL-1B inflam inh,KB-3-1 cytotox,GLP1R ag,HT1080NT lethal,D3 antag,SW480 rerep,KB-V1 MDR tox,DRD3 agonist,HT1080 IDH1KD tx
CCCSc1nnc(CSc2nc(C)cc(C)n2)n1C,-14,18%,2%,3%,-11,-4%,-19%,2,-2%
CSCc1c(C(=O)OCC(=O)NC2CCCCC2)oc2ccccc12,10,-25%,-8%,-4%,-13,1%,-26%,-1,-3%
O=C(NCc1ccc2c(c1)OCO2)c1cc(Cl)ccc1Cl,-17,8%,-1%,2%,91,0%,-8%,-1,0%
CCN1C(=O)c2ccc(C(=O)Nc3ncc(C)s3)cc2C1=O,-11,15%,4%,11%,-8,0%,0%,-6,26%
N#Cc1ccccc1NC(=O)C1CCCO1 (stereo not drawn),1,18%,0%,3%,20,/,13%,5,2%
CC1(C)CC(=O)N(CC(=O)O)c2ccccc2S1(=O)=O,14,6%,5%,14%,-3,-15%,5%,2,1%
O=C(CN1C(=O)NC(c2ccccc2)(c2ccccc2)C1=O)Nc1ccc2[nH]c(=O)[nH]c2c1,-11,14%,19%,12%,5,30%,-3%,4,2%
O=[N+]([O-])c1cccc(NC(=S)N2CCCC2)c1,18,11%,2%,14%,12,-3%,?,6,5%
Cc1ccc(C(Sc2ccccc2)C(Cn2cncn2)C(=O)c2ccccc2)cc1 (stereo not drawn),-29,?,-1%,?,1,?,?,3,?
COCC(C)N=C1SCCN1Cc1ccccc1 (stereo not drawn),2,9%,15%,24%,5,2%,-11%,5,23%
O=S(=O)(NCC1(N2CCOCC2)CCCCC1)c1ccc(F)cc1,1,3%,14%,-1%,8,?,-1%,4,1%
O=C(NC1CC1)c1ccc(-c2cnc3cccnn23)cc1,5,0%,7%,-9%,?,/,0%,-1,2%
CN(Cc1ccccc1)C(NC(=O)c1ccco1)C(Cl)(Cl)Cl (stereo not drawn),6,3%,1%,-18%,7,-5%,-6%,3,8%
Cc1cccc(NS(=O)(=O)c2c(C)[nH]c(C)c2C(=O)N2CCCC2)c1,-28,-7%,-4%,18%,?,-6%,1%,-11,4%
O=c1c2ccccc2nnn1CSc1ccc2c(c1)OCCO2,-6,-20%,4%,-2%,22,-4%,23µM*,0,-10%
CC(OC(=O)c1ccccc1C(=O)O)c1ccccc1 (stereo not drawn),7,-1%,-10%,2%,7,12%,0%,0,10%
O=C(Nc1cccc(C(F)(F)F)c1)c1cc(-c2ccc(F)cc2)on1,-5,9%,-7%,-12%,-2,-4%,13%,0,-28%
CN(Cc1nc(Cc2ccccc2F)no1)CC1(N2CCOCC2)CCCCC1,-15,0%,3%,3%,3,-15%,-16%,15,1%
COCCN(CC(=O)Nc1cccc(C)c1C)C(=O)C1CCN(S(=O)(=O)c2ccccc2)CC1,7,-14%,-5%,-6%,-7,-3%,9.2µM*,3,-12%
CCOc1ccc(NC(=O)c2nccnc2CO)cc1,-11,-5%,-14%,6%,-6,-2%,4%,-11,2%
CC(=O)NS(=O)(=O)c1ccc2c(c1)C(=O)c1cc(S(=O)(=O)NC(C)=O)ccc1-2,16,12%,-2%,13%,24,-1%,8%,0,5%
O=C(NCCCN1CCN(Cc2ccccc2)CC1)C1CCN(S(=O)(=O)N2CCCC2)CC1,-10,14%,2%,4%,-9,-2%,1%,-20,5%
CCCN1C(=O)c2cc(C(=O)NCc3ccc(OC)cc3)ccc2C1O (stereo not drawn),-4,-5%,6%,10%,14,2%,?,5,-2%
c1ccc2c(c1)ncn2CCC1CCCCC1,-1,-27%,2%,-13%,24,?,?,-1,-2%
CC/C(=N\NC(=O)c1cc(C)oc1C)c1ccc(OC(F)F)cc1,18,?,11%,-5%,-14,/,?,-11,-14%
SMILES,IL-1B inflam inh,KB-3-1 cytotox,GLP1R ag,HT1080NT lethal,D3 antag,SW480 rerep,KB-V1 MDR tox,DRD3 agonist,HT1080 IDH1KD tx
Cc1cc(=O)[nH]c(Nc2cccc(Br)c2)n1,75,-1%,-3%,-15%,26,-13%,-6%,3,0%
COc1ccc(CC(=O)NC(C)c2ccc3ccccc3c2)cc1 (stereo not drawn),5,0%,3%,0%,5,-16%,-3%,2,-1%
COc1ccccc1NC(=O)NCCc1c[nH]c2ccccc12,13,1%,2%,2%,2,-1%,0%,-11,3%
Cc1ccc(NC(=O)Cn2sc3nc(C)cc(C)c3c2=O)c(Cl)c1,14,-25%,-1%,-9%,-23,?,23%,-1,?
O=C(C[n+]1cccc(CNC(=O)c2ccc(OC(F)F)cc2)c1)Nc1ccc(F)cc1,-16,8%,-12%,-3%,-28,/,5%,-12,3%
CCN1C(=O)[C@H]2[C@@H](c3ccc(-c4cc(C(C)=O)cs4)cc3)N3CCC[C@@]3(C(=O)OC)[C@H]2C1=O,27,12%,7%,16%,37,-9%,?,1,12%
C/C(CC(=O)Nc1ccc(C)c(Cl)c1)=N\NC(=O)Cc1ccccc1,-5,10%,0%,-1%,-7,15%,?,-10,-6%
COC(=O)NCc1cc2cc(Cl)ccc2[nH]1,14,-4%,-3%,-3%,18,-7%,9%,15,?
COc1cc(C)nc(NS(=O)(=O)c2ccccc2)n1,-12,-8%,-6%,9%,25,-1%,20%,6,3%
CCC(C)NC(=O)CN(c1ccc(OC)cc1)S(=O)(=O)c1ccc(NC(C)=O)cc1 (stereo not drawn),-8,6%,-8%,1%,-9,0%,5%,-5,-7%
O=C(COc1ccc(Cc2ccccc2)cc1)c1ccc(F)cc1,5,-20%,11%,4%,26,/,-21%,3,0%
Cc1nc(C(F)(F)F)ccc1C(=O)N1CCC1(C)C(=O)NS(=O)(=O)c1cccc(F)c1 (stereo not drawn),23,13%,-4%,17%,-3,/,5%,3,23%
COc1cc(/C=N/NC(=O)/C(=C\c2ccc([N+](=O)[O-])cc2)NC(=O)c2ccccc2)cc(OC)c1O,1,2%,2%,-4%,?,-4%,21%,-2,-13%
COc1ccc(CN(C)CC(=O)Nc2cccc3ccccc23)cc1F,-3,14%,?,9%,3,8%,-1%,-20,0%
Cc1c(Cc2ccccc2)c(=O)oc2c(CN(C)C)c(O)c(Cl)cc12,18,?,16%,-2%,25,-6%,9.2µM*,17,-26%
O=C(CCc1nc(-c2ccccc2Cl)no1)NC1CCCC1,1,23%,-5%,18%,1,3%,2%,2,12%
Cc1cccc2c(=O)cc(C)n(CC(=O)N3CCCCC3)c12,-7,1%,4%,-6%,11,-4%,16µM*,1,2%
Cc1ccc(N(CC(O)CN2C(=O)NC(C)(C)C2=O)S(=O)(=O)c2ccc(C)cc2)cc1 (stereo not drawn),3,0%,10%,-3%,-2,-4%,4%,-11,11%
CC(OC(=O)c1cccc(S(=O)(=O)N2CCCCCC2)c1)C(=O)Nc1ccc(S(N)(=O)=O)cc1 (stereo not drawn),2,25%,-4%,-2%,11,-6%,?,9,1%
O=[N+]([O-])c1ccc(-c2nnc(-c3ccccc3)c(NCCCO)n2)cc1,-18,7%,2%,1%,-3,0%,?,-3,-7%
Cc1ccc(SC[C@H](C)CN2CCC(NC(=O)OCc3ccccc3)CCC2=O)cc1 (stereo partly drawn),-2,?,3%,?,9,/,-14%,-1,?
CC(=O)c1c(C)nc(-c2ccc3c(c2)OCO3)n1O,9,0%,0%,-1%,24,0%,5%,-2,13%
CC(C)(C)NC(=O)C(c1ccc(-c2ccccc2)cc1)N(C[C@H]1CC[C@@H]([C@@H]2CC[C@H](CO)O2)O1)C(=O)c1ccc(C(C)(C)C)cc1 (stereo partly drawn),?,0%,-5%,?,-2,17%,0%,-12,?
Cc1ccc(C)c(N2CCN(S(=O)(=O)c3ccc(-c4ccc(=O)[nH]n4)o3)CC2)c1,-19,5%,9%,25%,0,?,11%,-7,20%
Cc1nc(N2CCN(c3ccccn3)CC2)c2c(C)c(C(=O)N3CCN(c4cccc(Cl)c4)CC3)sc2n1,-5,-15%,?,0%,4,6%,-4%,-5,-17%
SMILES,IL-1B inflam inh,KB-3-1 cytotox,GLP1R ag,HT1080NT lethal,D3 antag,SW480 rerep,KB-V1 MDR tox,DRD3 agonist,HT1080 IDH1KD tx
O=C(/C=C/c1ccc(Cl)cc1Cl)n1cccn1,-61*,1%,0%,?,-59*,?,1%,0,?
CC(C)OC(=O)c1ccc(NC(=O)c2cncc(Br)c2)cc1,0,-4%,13%,-1%,6,-9%,?,5,-30%
CCOC(=O)c1ccc(-c2csc(NC(=O)CN3CCC(C)CC3)n2)cc1,23,-1%,9%,26µM*,-3,6%,-28%,6,?
Nc1[nH]nc2ncc3cc4ccccc4nc3c12,-95*,?,9%,?,10,?,?,7,?
COc1ccc(C(=O)Nc2c(Cl)cc(Cl)cc2C(=O)N2CCC(C)CC2)cc1,0,4%,0%,-13%,-1,-95%[inhibitor],3.3µM*,-5,-27%
O=C(C(Cl)Cl)N1CCN(c2ccccn2)CC1,1,3%,-14%,17%,9,2%,12%,0,16%
Cc1csc(NC(=O)c2ccoc2C)n1,13,?,-3%,-24%,16,-2%,-7%,3,-26%
CC(=O)c1ccc(N(C(=O)Cc2c[nH]c3ccccc23)C(C(=O)NC2CCCCC2)c2cccs2)cc1 (stereo not drawn),?,-1%,-4%,-18%,-20,12%,-30%,-3,-22%

# In the list so far, three contain two or more sulfur atoms.
SMILES,IL-1B inflam inh,KB-3-1 cytotox,GLP1R ag,HT1080NT lethal,D3 antag,SW480 rerep,KB-V1 MDR tox,DRD3 agonist,HT1080 IDH1KD tx
CCCSc1nnc(CSc2nc(C)cc(C)n2)n1C,-14,18%,2%,3%,-11,-4%,-19%,2,-2%
CC(=O)NS(=O)(=O)c1ccc2c(c1)C(=O)c1cc(S(=O)(=O)NC(C)=O)ccc1-2,16,12%,-2%,13%,24,-1%,8%,0,5%
CC(OC(=O)c1cccc(S(=O)(=O)N2CCCCCC2)c1)C(=O)Nc1ccc(S(N)(=O)=O)cc1 (stereo not drawn),2,25%,-4%,-2%,11,-6%,?,9,1%
